# EPAC1 antagonist – qHTS for Antagonist of cAMP-regulated guanine nucleotide exchange factor 3 (EPAC1): primary screen; Rap guanine nucleotide exchange factor 3 (Homo sapiens), O95398; EPAC1 GEF assay, Rap1b-BODIPY-GDP exchange fluorescence; Potency, µM (top dose mostly 115 µM), for the others: top-dose activity change, negative = inhibition, usual class: inhibitors; actives 0.14% (n = 360,000);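 further: potency means the concentration at half of the fitted maximal effect; plate controls were vehicle for no effect and positive control for full effect; nearly all actives have a fitted effect of over 50% in size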
# PLK1 PBD block – qHTS for Inhibitors of PLK1-PDB (polo-like kinase 1 - polo-box domain): Primary Screen. Serine/threonine-protein kinase PLK1 (Homo sapiens), P53350. Plk1 PBD binding of FITC phosphopeptide, fluorescence polarization. Potency, µM, for inactives: max response, negative = inhibition, most hits filed as inhibitors. actives 2.8% (n = 360,000). AID 720504, 2013; further: potency means the concentration at half of the fitted maximal effect; series mostly up to about 57 µM; on the % scale 0 is the no-effect control and ±100 the full control effect; nearly all actives have a fitted effect of over 65% in size
# Target sequence (P53350 whole entry, looked up, the tested form may be a part): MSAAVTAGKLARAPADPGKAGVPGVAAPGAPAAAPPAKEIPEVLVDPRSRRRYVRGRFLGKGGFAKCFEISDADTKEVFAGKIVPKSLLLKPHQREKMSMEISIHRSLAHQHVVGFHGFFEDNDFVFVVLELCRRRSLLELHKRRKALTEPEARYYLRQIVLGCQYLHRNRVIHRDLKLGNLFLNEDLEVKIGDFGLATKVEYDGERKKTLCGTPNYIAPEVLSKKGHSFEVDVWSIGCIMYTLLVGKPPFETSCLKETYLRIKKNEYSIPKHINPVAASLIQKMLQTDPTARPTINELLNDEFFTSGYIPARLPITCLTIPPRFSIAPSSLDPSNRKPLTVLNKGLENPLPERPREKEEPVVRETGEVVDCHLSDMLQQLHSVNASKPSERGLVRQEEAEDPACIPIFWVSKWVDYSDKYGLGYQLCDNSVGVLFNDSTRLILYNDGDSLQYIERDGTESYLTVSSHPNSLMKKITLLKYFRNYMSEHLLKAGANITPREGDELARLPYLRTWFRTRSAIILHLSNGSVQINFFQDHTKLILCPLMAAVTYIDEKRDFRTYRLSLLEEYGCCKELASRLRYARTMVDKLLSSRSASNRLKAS
# IL-2 act – qHTS of IL-2 Activators; IL-2 activation reporter assay, cell-based qHTS; stimulated with anti-CD3/CD4/CD28 beads; in transgenic mouse T cells; activation, % (series mostly up to about 46 µM); actives 0.065% (n = 360,000); AID 652025, 2013; in the data active means activation above about 50%; inconclusive means mostly about 30% to 49%; further: 0% is about no effect
#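 Readout is EGFP and DsRed signal by fluorescent plate cytometry after 18 h at 37 degrees C. Transgenic mouse T cells (750/well) received compound for 60 min before bead stimulation (anti-CD3, anti-CD4, anti-CD28); memory T cells served as non-tolerant control.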
# PI5P4Ka inh – qHTS for Inhibitors of phosphatidylinositol 5-phosphate 4-kinase (PI5P4K) | PI5P4Kalpha enzyme, ADP-Glo luminescence, 60 min; active compounds read low | max response, % | actives 1.2% (n = 330,000) | AID 652105, 2013 | Phosphatidylinositol 5-phosphate 4-kinase type-2 alpha (Homo sapiens), P48426; active means max response of -50% or lower; inconclusive means between -30% and -50%; inactive means -30% or higher; further: value at the top dose of about 77 µM; on the % scale 0 is the no-effect control and ±100 the full control effect
# Target sequence (P48426 whole entry, looked up): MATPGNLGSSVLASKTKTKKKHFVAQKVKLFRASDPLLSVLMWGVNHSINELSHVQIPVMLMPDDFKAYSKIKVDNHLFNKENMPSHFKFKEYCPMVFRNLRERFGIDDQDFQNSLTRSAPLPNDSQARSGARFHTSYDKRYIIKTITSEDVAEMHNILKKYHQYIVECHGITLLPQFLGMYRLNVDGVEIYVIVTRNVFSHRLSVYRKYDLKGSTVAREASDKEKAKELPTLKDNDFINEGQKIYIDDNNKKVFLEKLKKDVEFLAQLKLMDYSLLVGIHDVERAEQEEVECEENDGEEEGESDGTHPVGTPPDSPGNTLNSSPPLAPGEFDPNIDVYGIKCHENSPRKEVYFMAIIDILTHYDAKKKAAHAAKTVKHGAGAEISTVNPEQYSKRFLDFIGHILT
#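 ADP-Glo luminescence end-point after a 60 min room-temperature kinase reaction. PI5P4Kalpha and substrate in HEPES pH 7.4 buffer with EGTA, 0.1% CHAPS and 5% DMSO; ATP at 5 microM final.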
# GLP-1R agonist – qHTS of GLP-1 Receptor Agonists; HEK293 GLP-1R CRE-luciferase, luminescence, 4-6 h; cells express a hypersensitive GLP-1R form; Potency, µM (series often up to 45.6 µM), without a hit: at the top dose activation, actives largely listed as activators; actives 0.007% (n = 380,000); AID 624172, 2012; further: potency means the concentration at half of the fitted maximal effect; % of control where 0% means no effect
# PTHR1 ag – qHTS for PTHR1 Agonists: Primary Screen. HEK293 GP2 PTHR1 cells, GloSensor cAMP luminescence, 1 h. Potency, µM (top dose mostly 115 µM), without a hit: at the highest dose activation, most hits filed as activators. actives 0.075% (n = 410,000). AID 743266, 2014; further: potency means the concentration at half of the fitted maximal effect; nearly all actives have a fitted effect of over 55% in size; some results filed as inactive show a strong effect at the top dose; inactives centre near -15; many of its hits are not listed in these tables
#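 HEK-293-derived GP2 cells expressing PTHR1 and a GloSensor cAMP reporter, 3,000/well, plated overnight, given luciferin plus IBMX (each 0.5 mM as added) for 1 h at 37 °C, then compound for 1 h at 37 °C. Luminescence was read after 15 min at room temperature.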
# GLP1R inv ag – qHTS of GLP-1 Receptor Inverse Agonists (Inhibition Mode); Glucagon-like peptide 1 receptor (Homo sapiens), P43220; HEK293 GLP-1R CRE-luciferase, luminescence, 24 h; GLP-1R form is constitutively active; actives 1.6% (n = 410,000); AID 624417, 2012; Potency, µM (highest dose often 38.3 µM), for inactives: at the top dose activity change, negative = inhibition, usual class: inhibitors; further: potency means the concentration at half of the fitted maximal effect; on the % scale 0 is the no-effect control and ±100 the full control effect; nearly all actives have a fitted effect of over 55% in size
#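 HEK293 cells stably co-expressing constitutively active GLP-1R and a cAMP-responsive luciferase reporter were seeded in DMEM with 10% Nu serum, given compounds after 12 h, and incubated 24 h at 37 deg C. Luminescence was then read.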
# HEK293 tox – qHTS of GLP-1 Receptor Inverse Agonists: Cytotox Screen; HEK293 cAMP-luciferase reporter cells, luminescence, 24 h; Potency, µM (highest dose often 38.3 µM), for inactives: at the top dose activity change, negative = inhibition, hits mostly inhibitors; actives 0.13% (n = 410,000);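 further: loss of luciferase light is scored as toxicity; potency means the concentration at half of the fitted maximal effect; on the % scale 0 is the no-effect control and ±100 the full control effect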
#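 Here, cytotoxicity is scored as loss of luminescence. The MLSMR collection was tested on cells seeded in medium containing 10% Nu serum, with a 24 hr compound exposure preceded by 12 hours of culture.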
# EPAC1 ag – qHTS for Agonist of cAMP-regulated guanine nucleotide exchange factor 3 (EPAC1): primary screen. Rap guanine nucleotide exchange factor 3 (Homo sapiens), O95398. EPAC1 agonist qHTS, biochemical assay; response scale: 100% = response to 6.5 mM cAMP. Potency, µM (titrated, usually from 154 µM), without a hit: top-dose activation, actives largely listed as activators. actives 0.073% (n = 360,000); further: potency means the concentration at half of the fitted maximal effect; nearly all actives have a fitted effect of over 60% in size
#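 Multi-concentration qHTS readout: loss of Rap1B-bound BODIPY-GDP fluorescence driven by 100 nM EPAC1 with excess GDP (50 uM), monitored kinetically at room temperature; agonist response expressed relative to 6.5 mM cAMP.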
# An asterisk follows results filed as active; i = inactive; ? = inconclusive; / = not tested or not shown; [ ] = dose if it differs, or a comment. Unless noted, the call rests on the fitted dose curve; in most records, active means well fitted curve in the direction sought with a large enough effect; inconclusive means small, poorly fitted or top-dose-only effect, or another doubt; inactive means no such curve, though single readings can be large; an effect the other way counts as inactive or inconclusive.
SMILES,EPAC1 antagonist,PLK1 PBD block,IL-2 act,PI5P4Ka inh,GLP-1R agonist,PTHR1 ag,GLP1R inv ag,HEK293 tox,EPAC1 ag
COC(=O)C(C)Oc1ccc(-c2nccc(-c3cccs3)n2)cc1 (stereo not given),-12.4%,-4.3%,-0.2,-0.4,1.3%,i,3.1%,8.9%,21.2%
O=C(Nc1nccs1)c1ccc(-c2ccccc2[N+](=O)[O-])o1,?,-19.7%,-0.7,?,10.6%,-30.4%,18.1%,-14.9%,-6.6%
CC(=O)NCC(=O)N(c1ccccc1)C1(C(=O)NC2CCCCC2)CCCCC1,7.3%,-4.3%,-2.5,-0.6,-8.9%,i,1.7%,-4.2%,-5.0%
Cc1cccc2cc(CN(Cc3ccc(F)cc3)C(=O)N3CCOCC3)c3nnnn3c12,-1.9%,23.8µM*,6.7,-18.1,-5.9%,-3.6%[57.5 µM],5.7%,-7.9%,-2.7%
C=CCN(C#N)c1nc(OC)nc(N2CCCC2)n1,-23.6%,-9.2%,-0.5,-8.7,11.9%,-7.6%[57.5 µM],31.3%,-6.9%,6.7%
CCCCC(=O)N(C)c1c(C)nc2ccc(C(=O)N3CCN(S(=O)(=O)CC)CC3)cn12,-0.6%,2.7%,-0.6,1.3,-4.0%,-16.2%,1.3%,4.3%,-12.3%
COC(=O)Cc1cc(=O)[nH]c(/N=C(\N)Nc2ccccc2C)n1,10.3%,-9.3%,-0.4,/,11.7%,?,0.0%,7.1%,-1.2%
COc1ccccc1Nc1cc(C(=O)NCCCN2CCOCC2)c2ccccc2n1,-5.0%,-15.3%,-1.2,0.0,2.2%,-5.6%,-25.4%,4.4%,-3.1%
COc1ccc([N+](=O)[O-])cc1NC(=O)C(C)OC(=O)Cc1ccc(OC)c(OC)c1 (stereo not given),0.2%,1.7%,-4.6,0.6,0.4%,-8.6%,19.7%,-3.1%,8.1%
O=c1nc(C(F)(F)F)nc2ccccn12,-3.0%,-13.9%,-1.5,/,-7.5%,i,47.9%[activator],39.0%[activator],7.8%
Cc1csc(C(=O)O)c1NC(=O)c1c(Cl)cccc1Cl,13.7%,-1.7%,-1.2,4.4,-5.4%,-11.0%,5.3%,0.9%,-7.6%
C[C@H]1CN(CCc2ccccc2)C(=O)[C@@H]1CC(=O)Nc1ccccc1,0.2%,-15.7%,-1.7,-4.7,2.1%,-15.8%,-9.6%,4.2%,2.9%
Fc1ccc(NC(=S)N2CCCN(c3ccc(C(F)(F)F)cn3)CC2)c(F)c1,-10.6%,-4.8%,1.3,-2.4,-3.5%,-91.3%[inhibitor],?,-30.0%,3.1%
CCC(c1nnnn1Cc1ccco1)N(CCc1ccccc1)Cc1cc2cccc(C)c2[nH]c1=O (stereo not given),3.8%,-8.9%,-3.6,-1.4,-1.2%,-1.8%,?,-19.3%,5.3%
COc1ccc(NS(=O)(=O)c2ccc(C)c(C(=O)N(C)Cc3ccc(C)cc3)c2)cc1,-18.9%,-3.9%,-0.9,-2.9,20.0%,-9.4%,?,6.0%,2.5%
COc1ccc(CCn2c(=O)[nH]c3cc(C(=O)NCCN4CCOCC4)ccc3c2=O)cc1OC,13.9%,2.8%,-0.1,/,0.0%,-21.8%,0.0%,-3.3%,-1.9%
Cc1cc(S(=O)(=O)NCCCn2ccnc2)c(C)cc1Cl,-6.6%,2.0%,-2.7,4.5,16.3%,-5.5%,-20.6%,-2.2%,4.9%
COc1ccc(Br)cc1Cn1nnc(C(=O)Nc2ccc3c(c2)OCCO3)c1N,-3.2%,-6.4%,-3.0,?,6.6%,-19.1%,?,-6.7%,10.1%
O=C(COC(=O)c1ccc(F)cc1)NCCc1ccc(F)cc1,6.3%,-1.9%,1.7,-4.7,-6.8%,i,-5.0%[0.307 µM],17.6%[0.307 µM],4.5%
O=c1cc(CN2CCOCC2)c2cc(Cl)ccc2o1,7.9%,-1.6%,-1.5,4.0,16.9%,-9.2%,0.9%,-1.0%,6.1%
COc1ccccc1C(=O)NCCN1CCN(C(=O)c2ccccc2OC)CC1,8.4%,-9.5%,-1.1,0.2,3.9%,-26.1%,5.1%,-12.3%,1.7%
CCCCCCn1cc(C(=O)O)c(=O)c2ccccc21,3.0%,-0.7%,-1.6,1.5,-1.8%,i,2.5%,-17.1%,-5.2%
CCc1nc2ccc(C(=O)N3CCN(C(=O)c4ccco4)CC3)cn2c1N(C)CCC(C)C,-9.0%,-4.0%,-0.1,2.1,-3.4%,-55.3%[inhibitor],-2.6%,1.7%,-4.4%
O=C(CSc1nnc(COc2ccc(Cl)cc2)o1)N(c1ccccc1)C1CCS(=O)(=O)C1 (stereo not given),-15.5%,0.2%,-2.5,2.5,7.2%,-82.3%[inhibitor],?,-7.0%,13.1%
CCC(C)N(C(=O)c1csnn1)C(C(=O)NC1CCCC1)c1c(F)cccc1Cl (stereo not given),9.0%,4.4%,-0.2,0.1,4.9%,i,4.2%,-8.4%,3.3%
CC(=O)N1C(C)(C)CC(=NOS(=O)(=O)c2ccccc2)CC1(C)C,13.2%,2.0%,-0.4,-3.1,-3.8%,-47.1%[inhibitor],12.8%,5.8%,-7.7%
Cc1ccc(NC(=O)c2ccc(C)cc2)cc1,-1.2%,0.1%,0.1,0.5,-4.5%,-48.7%[inhibitor],?,-7.3%,-1.0%
C[C@@H](CSc1ccccc1)CN1CC[C@H](NC(=O)OCc2ccccc2)CCC1=O,8.1%,-4.1%,0.2,-2.7,1.5%,-46.1%[inhibitor],?,4.6%,14.1%
O=C(O)CN1C(=O)c2ccc(C(=O)c3ccccc3)cc2C1=O,-26.4%,-15.6%,-1.5,-0.1,1.0%,9.1%,39.1%[activator],?,4.9%
CCc1ccc2oc(-c3ccc(NC(C)=O)cc3)nc2c1,-28.0%,2.2%,-1.3,4.5,0.6%,-27.1%,25.0%,5.1%,1.6%
O=C(CSc1nncn1-c1ccccc1)Nc1ccc(F)cc1F,-8.3%,-5.1%,0.5,0.5,11.4%,-1.7%,-12.6%,12.7%,0.6%
COC(=O)CCc1c(C)[nH]c(=S)[nH]c1=O,-12.1%,-1.3%,-0.3,0.9,13.4%,-6.8%[57.5 µM],6.4%,65.3%[activator],-1.9%
C=CCN1C(=O)CN=C1Nc1ccc(OC)cc1OC,-15.2%,-9.8%,0.4,5.5,0.6%,i,2.8%,25.4%,5.7%
Cc1ccc(NC(=O)NNC(=O)c2cc3ccccc3cc2O)cc1,13.4%,-4.3%,-3.8,-2.8,-1.4%,-0.2%,23.6%,5.6%,2.2%
Cc1cccc(NC(=O)CSc2nnc(-c3ccccc3C)o2)c1,-2.3%,1.4%,2.1,/,7.5%,-4.9%[57.5 µM],2.8%,1.6%,-0.8%
COc1ccc(/C=N/OCC(=O)N=Nc2c(O)[nH]c3ccc(Br)cc23)cc1,-6.5%,-5.6%,0.4,-4.4,12.2%,-38.8%[inhibitor],47.8%[activator][7.66 µM],2.6%[7.66 µM],0.8%
COc1ccc(C2C(C#N)=C(C)NC3=C2S(=O)(=O)c2ccccc23)cc1 (stereo not given),4.6%,-1.4%,-0.8,/,3.8%,-18.4%,-18.1%,-0.9%,14.9%
COc1ccc(N=C2SC(C(N)=O)CC(=O)N2CCc2ccc(OC)c(OC)c2)cc1 (stereo not given),-12.3%,-11.8%,1.3,-0.6,8.0%,-17.7%[57.5 µM],25.6%,0.5%,-1.9%
O=C(O)c1nccnc1C(=O)N1CCN(c2ccccc2)CC1,-12.5%,-24.0%,-1.4,-7.7,-4.1%,i,4.0%,7.3%,0.8%
CCOC(=O)NC1(C(F)(F)F)NC(=O)N(c2cccc(C(F)(F)F)c2)C1=O (stereo not given),-0.9%,-1.8%,0.7,12.2,4.7%,i,?,-19.1%,-15.9%
Cc1cc(C)c2c(N)c(C(=O)N3CCCCCC3)sc2n1,-0.6%,?,0.4,?,1.4%,i,0.0%,-1.7%,-2.1%
CC(=O)Nc1ccc(NC(=O)c2sc3nc4n(c(=O)c3c2C)CCCCC4)cc1,4.1%,-23.6%,0.4,1.0,6.2%,-22.9%,3.5%,5.5%,-6.5%
O=C(Nc1ccccc1)Nc1cc(Cl)cc(Cl)c1,5.1%,-1.0%,-0.4,20.3,-47.3%[inhibitor],-15.9%[57.5 µM],2.82µM*,?,4.2%
COc1ccccc1C(=O)NC1CC2CCCC(C1)N2Cc1ccccc1 (stereo not given),2.8%,-2.0%,-0.5,3.3,-3.1%,22.2%,5.4%,-0.5%,-7.4%
COc1ccc(-c2cn(-c3ccc(C)cc3)c(S(=O)(=O)CC(=O)Nc3ccccc3)n2)cc1,/,/,/,/,-2.0%,-0.8%,?,2.7%,/
O=C(NCCSc1ncc(-c2ccc(F)cc2)[nH]1)c1ccco1,-7.1%,-8.5%,2.4,-2.5,5.4%,i,22.7%,2.7%,-12.4%

# This is a subset, so the mix of outcomes need not match the whole.
